# Bioassay records from PubChem.
# phage Ecoli inh – E. coli growth loss with phage present | AID 651602 | inhibition, % at 11.9 µM | growth absorbance | hit rate 0.26% among 360,000; in the data active = inhibition above about 11%
# Numbers without * were called inactive.
phage Ecoli inh,structure
3.1,Cc1nc(C(F)(F)F)ccc1C(=O)N1CCC(C)(C(=O)NS(=O)(=O)C2CC2)C1 (stereo unspecified)
0.0,O=C(NCc1ccccc1)C(c1ccc(C(F)(F)F)cc1)N1CCN(CCN2CCOCC2)CC1 (stereo unspecified)
1.8,O=CNc1cc(-c2ccc(C(=O)NC3CC3)cc2)cn2c(-c3ccc(F)cc3)cnc12
7.3,C[C@@H]1CN(C(=O)OC(C)(C)C)CCN1c1ccc(N2CCN(Cc3ccccc3)[C@@H](C)C2)c(C#N)c1
3.4,COc1ccc(Cc2n[nH]c(=S)n2-c2cc(C)ccc2C)cc1OC
-3.0,CN1CCN(c2ccc(CNC(=O)C3Cc4c(-c5ccccc5)ccnc4O3)cc2)CC1 (stereo unspecified)
2.5,CC1=C(C(=O)N(C(C)C)C(C)C)CC(CC(=O)NC2CC2)C(=O)N1Cc1ccc(F)cc1 (stereo unspecified)
3.5,CC(=O)OCC(=O)N1CCN(C(=O)C(=O)c2cccc(C(F)(F)F)c2)CC1
-0.8,C[C@@H]1ON(C)[C@H]2C[C@H]3c4[nH]c5c(-c6cccc(Cl)c6)cccc5c4CCN3C(=O)[C@@H]12
0.5,OC[C@@H]1CN(Cc2ccco2)C[C@H](n2cnc3c(Nc4ccccc4)ncnc32)O1
2.2,O=C(Nc1ccc(F)c(Cl)c1)c1csc(COCCO)n1
2.2,CC(=O)c1ccc2c(c1)N(Cc1ccccc1Cl)C(=O)C(C)S2 (stereo unspecified)
-0.7,COC(=O)C1(C(=O)OC)C2CCCCC2N(S(=O)(=O)c2ccc(C)cc2)[C@@H]1CC(C)=O (stereo partly specified)
-1.5,NC(Cc1ccc(Cl)cc1)c1csc(NC(=O)NCCc2ccccc2)n1 (stereo unspecified)
2.2,CC(C)N1CCC1(C)C(=O)Nc1nccc2cccnc12 (stereo unspecified)
-0.1,CC1(C(=O)NC2CCCCCC2)CCN1C(=O)Cc1ccc(-c2ccccc2)cc1 (stereo unspecified)
1.6,CC(=O)Nc1ccc(NC(=O)c2ccc(-c3c(C)noc3C)c3ccoc23)cc1
-0.7,Cc1c(Br)cccc1NC(=O)C1(C)CCN1CCc1ccccc1 (stereo unspecified)
2.0,O=C1C=C(OCCCl)CC(c2cccc(Cl)c2)O1 (stereo unspecified)
2.5,C=CCC[C@H](CCCCC)OC(=O)/C=C/[C@H](O)[C@@H](O)C[C@H](O)CC=C
-0.1,COCc1[nH]nc2c1C(c1ccc(Br)cc1)N(c1ccc(OC)cc1)C2=O (stereo unspecified)
2.2,COc1ccc(Cl)c(-c2cc(C(=O)Nc3ccc(C)c(NS(C)(=O)=O)c3)[nH]n2)c1
1.3,COC(=O)C1=C(C)N(Cc2ccc(C(F)(F)F)cc2)C(=NCc2cc(OC)c(OC)c(OC)c2)NC1c1cccc(Cl)c1 (stereo unspecified)
0.1,COc1ccc(CNC(=O)c2sc(=O)n(Cc3ccc(C)cc3)c2C)cc1OC
2.4,CC(=O)NC(c1ccc(F)c(F)c1)c1nc(-c2cccc(F)c2)cs1 (stereo unspecified)
1.4,CCCNC(=O)C1(C)CCCN(C(=O)CN2C(=O)c3ccccc3C2=O)C1 (stereo unspecified)
2.2,Cc1nc(C(F)(F)F)ccc1C(=O)N1CCC1(C)C(=O)NS(=O)(=O)c1ccc(F)cc1F (stereo unspecified)
1.6,CCN=C1NC(c2cccc(F)c2)C(C(=O)OC)=C(C)N1Cc1ccccc1C(F)(F)F (stereo unspecified)
1.2,C[C@H](CO)N1C[C@H](C)[C@@H](CN(C)C(=O)Cc2cccnc2)Oc2ncc(C#CCc3ccccc3)cc2C1=O
1.1,COc1cccc(-c2cc3nc(NCc4ccc(C)cc4C)n(C)c(=O)c3s2)c1
3.5,CC1(C)ON=C(c2ccc(C(F)(F)F)cc2)NC1=O
2.2,CN(C)c1ccc(-c2csc(C(O)c3ccc(F)c(F)c3)n2)cc1 (stereo unspecified)
1.2,CCOC(=O)C1(C)CCN1C(=O)c1cc(-c2ccc(Cl)cc2)oc1C (stereo unspecified)
3.4,COC(=O)c1ccc2nc(-c3ccc(C#N)cc3)c(Cc3cccc(Cl)c3)n2c1
1.9,Cc1cc(NC(=O)Cc2cn(C)c3ccccc23)ccc1Nc1cccnc1
4.0,CC1(Cc2ccc3c(c2)OCO3)C(=O)Nc2c(Cl)ccc(Cl)c21 (stereo unspecified)
2.3,CCCCN1CC(N2CCN(C(=O)c3ccco3)CC2)CS1(=O)=O (stereo unspecified)
4.4,COc1ccc(OC)c(NC(=O)c2cc(-c3ccc(F)cc3OC(C)C)n[nH]2)c1
3.4,O=C(NCc1ccccc1)C1C(c2ccc3c(c2)OCO3)=Nc2ccccc2N1C(=O)c1ccco1 (stereo unspecified)
2.4,Cc1cc(Br)cn2c(Cc3cccc(F)c3)c(C3CCCCC3)nc12
0.6,Cc1noc(C)c1-c1ccc(C(=O)NCc2cccnc2)c2occc12
3.2,Cc1ccccc1CC1(C)C(=O)Nc2ccc(S(=O)(=O)NC3CCCCC3)cc21 (stereo unspecified)
2.6,OCCN1CCN(c2cnc(-c3ccsc3)cn2)CC1
2.8,OCC[C@@H]1C[C@H](O)[C@@H](O)[C@]2(OCc3cc(C(F)(F)F)ccc32)O1
1.4,O=C(N[C@@H](Cc1cccnc1)C(=O)N1CCC[C@H]1C(=O)NC1CCCC1)C1CCCC1
2.5,COc1ccc(C(O)c2nc(-c3cccs3)cs2)cc1 (stereo unspecified)
-0.1,CC(=O)Nc1cccc(-c2cc(NC=O)c3ncc(-c4cccc(C(C)=O)c4)n3c2)c1
2.5,CC1(C(=O)NCc2cccnc2)Cc2c(-c3cccc(C(F)(F)F)c3)ccnc2O1 (stereo unspecified)
0.2,OC(c1ccccc1)(c1ccccc1)C1CCN(CCCOc2cc(F)cc(F)c2)CC1
2.1,COC(=O)C1=CN(c2ccc(C)cc2)C(N)=C(C#N)C1c1ccc(OC)cc1 (stereo unspecified)
0.9,CC(C)(C)c1ccc(C(=O)N2CCC2(C)C(=O)NCc2cccs2)cc1 (stereo unspecified)
3.6,Cc1ccccc1-c1cnc(C(O)c2ccc(-c3ccccc3)cc2)[nH]1 (stereo unspecified)
-0.8,CC(C)C[C@@H](COCc1ccc(Cl)cc1)N1CCN(C(=O)c2ccc(Cl)cc2Cl)CCC1=O
3.9,Cc1ccc2nc(-c3ccc(F)cc3)c(Cc3ccsc3)n2c1
-0.6,CCc1nc2c(OCc3cccc(Cl)c3)cccn2c1N(C)C(=O)c1ccco1
0.7,O=C1NC[C@@H](CCCCN2CCN(CC3CCCCC3)C(=O)C2=O)N(CCC2CCCCC2)C1=O
0.0,CC(C)NC(=O)C1(C)CN(S(C)(=O)=O)CC(=O)N1CCCN1CCOCC1 (stereo unspecified)
0.5,O=C(NCc1ccccc1)c1cc(C2CCCN(C(=O)C3CC3)C2)on1 (stereo unspecified)
1.8,CCCCCNC(=O)C(c1ccnc2ccccc12)n1c(=O)c(-c2cc3ccccc3[nH]2)nc2ccccc21 (stereo unspecified)
1.7,CCCCNC(=O)c1ccc2nc(CC)c(N(C)Cc3cccs3)n2c1

# More records follow:
phage Ecoli inh,structure
1.0,Cc1cccc(C)c1-n1nnnc1C(c1ccnc2ccccc12)N1CCN(CC(=O)NC(C)C)CC1 (stereo unspecified)
2.0,CC(C)C[C@H]1CN([C@@H](Cc2ccccc2)CN2CCC[C@@H]2CN2C(=O)C(=O)NC[C@@H]2Cc2ccc(O)cc2)C(=O)C(=O)N1CCc1ccccc1
4.0,CCCCNC(=O)C1(C)CCCCN1C(=O)c1c(Cl)cccc1Cl (stereo unspecified)
2.3,CCN(C)C1CN(Cc2cn(CCCC(=O)OC)nn2)S(=O)(=O)C1 (stereo unspecified)
1.6,Cc1nc2ccc(C(=O)N(C)Cc3ccco3)cn2c1N(C)CC1CCCCC1
6.1,COc1cccc(C(O)c2ncc(-c3ccc(Cl)cc3)[nH]2)c1 (stereo unspecified)
3.7,O=S1(=O)C[C@@H](N2CCC[C@@H]2CO)[C@H](COCc2ccccc2)N1
2.5,C=CCN=C1NC(c2ccccc2)C(C(=O)OC)=C(C)N1Cc1ccccc1C(F)(F)F (stereo unspecified)
-1.9,CCc1nc2c(OCCn3cccc3)cccn2c1N(C)C(=O)c1ccc(OC)cc1
3.0,COc1cccc(NC(=O)C2(C)CCN2C(=O)C2CCCCC2)c1 (stereo unspecified)
2.1,O=C(NCCc1ccccc1)c1cc(S(=O)(=O)N2CCCCC2)c[nH]1
5.3,O=C1Nc2ccccc2N=C(c2ccc3c(c2)OCO3)C1N(CCc1ccccc1)C(=O)CSc1ncccn1 (stereo unspecified)
-1.9,COc1ccc(NC(=O)C2(C)CCN2Cc2ccc(SC)cc2)cc1OC (stereo unspecified)
2.9,CN1CCN(C(=O)C2Cc3c(-c4cccc(F)c4)ccnc3O2)CC1 (stereo unspecified)
2.8,CCc1nc2ccc(C(=O)NCCOc3ccc(OC)cc3)cn2c1N(C)C(=O)COc1ccccc1

# Looked up above.
# phage Ecoli inh result of O=S1(=O)C[C@@H](N2CCC[C@@H]2CO)[C@H](COCc2ccccc2)N1 : 3.7
# phage Ecoli inh result of CC(C)C[C@H]1CN([C@@H](Cc2ccccc2)CN2CCC[C@@H]2CN2C(=O)C(=O)NC[C@@H]2Cc2ccc(O)cc2)C(=O)C(=O)N1CCc1ccccc1 : 2.0

# Four compounds from above, sorted by the value under phage Ecoli inh, low to high.
Molecule | phage Ecoli inh
COc1ccc(CNC(=O)c2sc(=O)n(Cc3ccc(C)cc3)c2C)cc1OC | 0.1
OC[C@@H]1CN(Cc2ccco2)C[C@H](n2cnc3c(Nc4ccccc4)ncnc32)O1 | 0.5
Cc1ccccc1CC1(C)C(=O)Nc2ccc(S(=O)(=O)NC3CCCCC3)cc21 (stereo unspecified) | 3.2
Cc1ccccc1-c1cnc(C(O)c2ccc(-c3ccccc3)cc2)[nH]1 (stereo unspecified) | 3.6

# Remaining list, next part
phage Ecoli inh,structure
1.0,Cc1cc(-c2ccncc2)n2ncc(-c3ccccc3)c2n1
1.2,Cc1ccccc1CN1C(=O)c2ccccc2C1c1nnnn1-c1ccc2c(c1)OCCO2 (stereo unspecified)
2.9,OC(c1ccccc1)(c1nc(-c2ccc(Cl)cc2)cs1)C(F)(F)F (stereo unspecified)
3.1,Nc1ncc(-c2ccc(-c3ccccc3)cc2F)cc1-c1ccccc1F
0.0,CC(=O)NC(C)(c1ccccc1)c1nc(-c2cccc(C#N)c2)cs1 (stereo unspecified)
1.5,CCOC(=O)C1=CCN(S(=O)(=O)c2cccc(Cl)c2)C1c1cccc(C)c1 (stereo unspecified)
4.5,Cc1cc2nc(C3CCCCC3)c(Cc3cccc(F)c3)n2c(C)c1Br
0.4,CCCCOCC1CN(CCCC)S(=O)(=O)c2c(cccc2N2CCCC2)O1 (stereo unspecified)
2.1,CSc1ccc(Cn2c(C)c(C(=O)NCc3ccccc3C(F)(F)F)sc2=O)cc1
2.9,CCCCCCCCN1C(=O)[C@@H](CC(=O)NCc2cccc3ccccc23)C[C@@]2(C(=O)OC)C1=C[C@H](C1CCCC1)O[C@@H]2C
3.9,Cc1cc(C)cc(C(O)c2ncc(-c3cccc(C(F)(F)F)c3)[nH]2)c1 (stereo unspecified)
-0.3,CCc1nc2ccc(C(=O)NCc3ccc(OC)cc3)cn2c1N(C)Cc1ccc(OC)cc1
3.4,COc1ccc(Cn2cc(CN3CCOCC3)nn2)cc1
1.4,CCCC[C@@H]1CC2=C(C(=O)OC(C)(C)O2)[C@@H](c2ccc(Cl)cc2)O1
2.7,CCCCCCCCN1C(=O)[C@H](CC(=O)NCc2cccs2)C[C@@]2(C(=O)OC)CC(C)(C)CC=C12

# Entries listed so far containing a cyano group, in the order listed:
phage Ecoli inh,structure
7.3,C[C@@H]1CN(C(=O)OC(C)(C)C)CCN1c1ccc(N2CCN(Cc3ccccc3)[C@@H](C)C2)c(C#N)c1
3.4,COC(=O)c1ccc2nc(-c3ccc(C#N)cc3)c(Cc3cccc(Cl)c3)n2c1
2.1,COC(=O)C1=CN(c2ccc(C)cc2)C(N)=C(C#N)C1c1ccc(OC)cc1 (stereo unspecified)
0.0,CC(=O)NC(C)(c1ccccc1)c1nc(-c2cccc(C#N)c2)cs1 (stereo unspecified)

# Remaining list, next part
phage Ecoli inh,structure
4.4,Cc1ccccc1C(=O)N1CCN(C(=O)C(=O)c2cccc(C(F)(F)F)c2)CC1
1.2,CCCCCCCCN1C(=O)[C@@H](CC(=O)NCCCN2CCCC2=O)C[C@@]2(C(=O)OC)C1=C[C@H](C1CCCC1)O[C@@H]2C
6.1,COc1ccc(OC)c(C(O)c2ncc(-c3cccc(C(F)(F)F)c3)[nH]2)c1 (stereo unspecified)
1.2,CN(c1cccnc1)c1ccc(NC(=O)CCc2c[nH]c3ccccc23)cc1Br
1.9,CCOC(=O)C1(C)CCCN(C(=O)c2ccc(F)c(Cl)c2)C1 (stereo unspecified)
-0.9,COc1ccc(CN2CCCC(C(=O)N3CCCC3)C2)c(OC)c1OC (stereo unspecified)
1.8,CC(C)(C)C(=O)c1c(N)[nH]c(C(=O)c2ccccc2)c1-c1ccc(C(F)(F)F)cc1
0.9,CC(C)C[C@H]1CN([C@@H](CC(C)C)CN2CCC[C@H]2CN2C(=O)C(=O)NC[C@@H]2Cc2ccccc2)C(=O)C(=O)N1CCc1ccccc1
2.4,CCCCNC(=O)C1(C)CCCCN1C(=O)c1ccc(C#N)cc1 (stereo unspecified)
0.9,COc1cc(-c2cc3nc(NCCc4ccc(S(N)(=O)=O)cc4)ccn3n2)cc(OC)c1OC
-1.2,CN(Cc1ccccc1)C(=O)Cn1nnc(-c2ccccc2)c1COc1ccc2ccccc2c1
0.2,Cc1nnc(-n2cccc2)s1
1.6,CCc1nc2ccc(C(=O)NCCN3CCOCC3)cn2c1N(CCC(C)C)CCN(C)C
1.6,CCC(=O)NNC(=O)CCC(=O)Nc1ccccc1
-0.9,CN1CCN(C(=O)C2=NOC3(C2)C(=O)Nc2ccccc23)CC1 (stereo unspecified)
2.3,CC1(C(=O)NS(=O)(=O)c2ccc(Cl)cc2)CCN1C(=O)Cc1ccccc1 (stereo unspecified)
2.7,CC(=O)N1CCN(c2ccc(N3CCN(Cc4ccccc4)[C@H](C)C3)c(C)c2)[C@@H](C)C1
0.3,CC1(C(=O)NCc2cccc(C(F)(F)F)c2)CCN1Cc1ccc2ccccc2c1 (stereo unspecified)
3.8,CCOC(=O)C1(C)CCN1C(=O)c1ccc(OC)cc1OC (stereo unspecified)

# Reformatted: entries from further up.
Molecule	phage Ecoli inh
CC(=O)N1CCN(c2ccc(N3CCN(Cc4ccccc4)[C@H](C)C3)c(C)c2)[C@@H](C)C1	2.7
CC1(C(=O)NCc2cccc(C(F)(F)F)c2)CCN1Cc1ccc2ccccc2c1 (stereo unspecified)	0.3

# These rows are one share of the data; rates above refer to the full screens.
